# Source: PubChem (several laboratories)
# C-LANA FP: inhibitors of KSHV C-LANA binding to DNA, primary screen, biochemical, fluorescence polarization, FAM-LBS DNA, MBP-C-LANA, single point. AID 504423, 2011. 340,000 tested, 0.078% active. Kaposi's sarcoma herpesvirus LANA C-terminal domain (residues 932-1162) DNA binding. inhibition, % at 9 µM;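 active = highest replicate inhibition at or above 60% at 9 µM, even if other replicates fall short; inactive = all replicates below 60% inhibition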;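 also: 0% = neutral control wells and 100% = 4 µM acridine orange control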
# DAGLB inhibitor: DAGLB lipase inhibitors, primary screen, biochemical, fluorescence, HTS; AID 504411, 2011; HEK293T DAGLB membrane lysate, EnzChek fluorogenic substrate; inhibition, % at 5.17 µM; 340,000 tested, 0.059% active; in the data active = inhibition above about 34%;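 also: 0% = enzyme with vehicle and 100% = wells lacking enzyme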
# Target sequence (Q8NCG7 whole entry, looked up): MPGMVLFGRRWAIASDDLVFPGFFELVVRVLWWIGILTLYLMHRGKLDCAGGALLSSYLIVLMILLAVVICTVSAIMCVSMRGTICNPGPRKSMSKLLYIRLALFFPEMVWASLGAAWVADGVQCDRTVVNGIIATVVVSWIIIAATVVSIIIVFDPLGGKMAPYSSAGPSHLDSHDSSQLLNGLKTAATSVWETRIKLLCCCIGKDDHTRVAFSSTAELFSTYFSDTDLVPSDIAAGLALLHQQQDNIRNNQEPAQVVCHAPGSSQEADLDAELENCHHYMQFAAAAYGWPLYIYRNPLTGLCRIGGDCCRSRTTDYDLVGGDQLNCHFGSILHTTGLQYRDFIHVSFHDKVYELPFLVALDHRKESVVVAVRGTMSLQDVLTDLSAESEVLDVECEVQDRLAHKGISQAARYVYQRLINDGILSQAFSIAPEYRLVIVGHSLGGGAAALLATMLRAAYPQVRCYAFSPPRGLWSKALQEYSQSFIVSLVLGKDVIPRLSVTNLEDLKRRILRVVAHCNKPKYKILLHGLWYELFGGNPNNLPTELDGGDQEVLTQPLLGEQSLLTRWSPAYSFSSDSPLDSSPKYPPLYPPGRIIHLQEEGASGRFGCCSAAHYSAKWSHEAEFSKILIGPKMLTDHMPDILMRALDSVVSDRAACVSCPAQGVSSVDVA
# CAL PDZ FP-1: untagged CAL PDZ binding inhibitors, primary screen, biochemical, fluorescence polarization, HTS; Golgi-associated PDZ and coiled-coil motif-containing protein (Homo sapiens), Q9HD26; purified CAL PDZ, TMR-peptide fluorescence polarization, 1 h; inhibition, % at 24.9 µM; 300,000 tested, 0.92% active; AID 602252, 2012;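 active = mean inhibition of at least 30% with at least half of replicates also reaching 30%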;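 also: 0% = DMSO neutral control and 100% = excess unlabeled competitor peptide PRC23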
# RTF Ca sens inh: cardiac RTF calcium sensitivity inhibitors, primary screen, biochemical, IANBD-TnC fluorescence, EC70 calcium. 340,000 tested, 0.12% active. AID 493244, 2011. inhibition, % at 7.15 µM. IANBD-labeled cardiac RTF, Ca2+ fluorescence. Troponin I, cardiac muscle (Homo sapiens) + Troponin T, cardiac muscle (Homo sapiens) + …;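 active = inhibition above the mean inhibition of all tested compounds plus 3 SD, cut at about 17% in these data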;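 also: assay run at fixed EC70 calcium of 1.6 mM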
# cardiac RTF act: cardiac RTF calcium sensitivity activators, primary screen, biochemical, IANBD-TnC fluorescence, EC20 calcium | IANBD-labeled TnC RTF fluorescence at EC20 calcium; 0% EC20 calcium, 100% full calcium | 340,000 tested, 0.24% active | activation, % at 7.2 µM | AID 493008, 2010 | Troponin I, cardiac muscle (Homo sapiens) + Troponin T, cardiac muscle (Homo sapiens) + …;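 active = activation above the mean over all tested compounds plus 3 SD, cut at about 30% in these data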;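 also: rise in fluorescence read as greater calcium sensitivity of cardiac thin filaments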
# CAL PDZ FP-2: CAL PDZ peptide-binding inhibitors, primary screen, biochemical, fluorescence polarization, Cer-tagged CAL PDZ, HTS | 330,000 tested, 0.02% active | purified CAL PDZ, TMR-peptide fluorescence polarization, 1 h | AID 504414, 2011 | Golgi-associated PDZ and coiled-coil motif-containing protein (Homo sapiens), Q9HD26 | inhibition, % at 20 µM;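 active = highest replicate inhibition of at least 40%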;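 also: plate controls were DMSO neutral control wells for no effect and unlabeled competitor peptide control wells for full effect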
#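 System: purified tagged CAL PDZ domain construct (CerCALP). Schedule: 1 h incubation at room temperature before polarization reading. Medium: 25 mM sodium phosphate pH 7.4, 150 mM NaCl, TCEP, IgG, Thesit. Read-out: percent inhibition from loss of millipolarization. Measured by: FP readout, S and P plane fluorescence. Probe or stimulus: fluorescent TMR peptide probe.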
# Keap1-Nrf2 PPI: Keap1-Nrf2 protein-protein interaction inhibitors, primary screen, biochemical, fluorescence polarization, single point | Kelch-like ECH-associated protein 1 (Homo sapiens), Q14145 | Keap1 Kelch-Nrf2 peptide fluorescence polarization, 1536-well | inhibition, % at 9.4 µM | 340,000 tested, 0.15% active; in the data active = inhibition above about 12%;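 also: human Keap1 Kelch domain with fluorescein labeled Nrf2 9mer peptide probe; 0% = neutral control wells and 100% = peptide positive control; higher means more block of Keap1 binding to Nrf2 peptide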
# PKA-R2B act: activators of PKA-R2B holoenzyme, primary screen, biochemical, fluorescence polarization, Cy5-IP20, human. PKA-R2B holoenzyme dissociation; R2B truncated from residue 108, S112A mutant; 0% DMSO only, 100% 113 µM cGMP. cAMP-dependent protein kinase catalytic subunit beta (Homo sapiens) + cAMP-dependent …. activation, % at 11.4 µM. 340,000 tested, 0.079% active;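 active = activation above a cutoff set at the mean over all compounds plus 3 SD, cut at about 18% in these data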;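 also: higher means more holoenzyme dissociation and a rise in polarization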
# SR-BI uptake up: activators of SR-BI mediated DiI-HDL uptake, primary screen, ldlA[mSR-BI] CHO cells, DiI fluorescence | 320,000 tested, 0.096% active | AID 504775, 2011 | 3 h; 100 = double the neutral-control signal | activation, % at 12.5 µM;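 active = mean replicate activation of at least 60% and every replicate at or above 60%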;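 also: 0% = median plate neutral-control signal and 100% = twice that signal; values of inactives mirror those of a sister screen read the other way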
#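 material = CHO ldlA[mSR-BI] cells | medium = Ham's F12 with 0.5% BSA, HEPES 25 mM, pH 7.4 | reagent = fluorescent DiI-HDL, 10 µg/mL final | compound dosing = single-point compound dose | incubation = 3 h, 37 °C | measured by = bottom-read fluorescence, 550/595 nm | measure = HDL uptake via cellular fluorescence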
# Rtt109 Vps75: inhibitors of C. albicans Rtt109/Vps75 HAT, primary screen, biochemical, ThioGlo CoA-SH fluorescence, plate reader; purified Rtt109/Vps75, 4 h; inhibition, % at 34.9 µM; 330,000 tested, 0.16% active; AID 540336, 2011;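 active = inhibition of at least 50% in every replicate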
# Target sequence (Q5AAJ8 whole entry, looked up): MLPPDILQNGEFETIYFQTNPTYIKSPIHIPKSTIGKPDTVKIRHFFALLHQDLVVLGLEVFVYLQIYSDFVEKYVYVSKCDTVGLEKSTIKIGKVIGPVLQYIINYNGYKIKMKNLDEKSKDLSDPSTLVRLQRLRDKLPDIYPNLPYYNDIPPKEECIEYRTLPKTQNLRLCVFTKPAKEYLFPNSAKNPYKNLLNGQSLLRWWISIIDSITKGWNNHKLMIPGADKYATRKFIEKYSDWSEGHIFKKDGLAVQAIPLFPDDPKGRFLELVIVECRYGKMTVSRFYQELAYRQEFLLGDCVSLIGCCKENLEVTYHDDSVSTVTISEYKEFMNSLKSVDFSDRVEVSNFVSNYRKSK
# Starred values were filed as active, the others as inactive; / = no result given.
C-LANA FP	DAGLB inhibitor	CAL PDZ FP-1	RTF Ca sens inh	cardiac RTF act	CAL PDZ FP-2	Keap1-Nrf2 PPI	PKA-R2B act	SR-BI uptake up	Rtt109 Vps75	mol
0.8	-1	-1	0	3	0.5	-1	-2	-14	-6	Cc1onc(-c2c(F)cccc2Cl)c1C(=O)NC(=S)NCc1cccnc1
-0.2	-3	-2	-11	3	0.5	-4	-4	-7	-8	CCOC(=O)c1ccc(N2C=C(C(=O)OC)C(c3ccc(OC)c(O)c3)C(C(=O)OC)=C2)cc1
0.5	-1	7	-4	11	-1.6	-4	0	21	1	O=C(O)c1ccccc1C(c1ccc(O)cc1)c1ccc(O)cc1
1.1	1	-6	5	11	-2.4	-2	-10	-4	-3	CC(=O)Nc1ccc2c(c1)nc(CN1CCCC1)n2C
-2.0	2	6	-11	6	-3.2	0	-4	5	-25	COC(=O)c1cncc(O)c1
-0.8	-1	-4	-3	12	-0.8	-8	-8	2	5	COc1ccc(OC)c(CN(CCN2CCOCC2)C(=O)Nc2cccc(Cl)c2)c1
-1.0	-1	-2	-14	-3	-4.7	4	-9	-80	/	CC(=O)c1sc(NC(=O)c2cc(-c3ccccc3)nn2-c2ccccc2)nc1C
1.0	-1	6	4	-3	0.8	4	-7	23	-2	Cc1ccc(S(=O)(=O)N/N=C\c2cc3c(cc2Br)OCO3)cc1
2.1	-3	-2	4	-1	-0.8	-4	-10	-17	0	O=C(NCc1ccccc1)c1onc(CSc2nc3ccccc3[nH]2)c1C(=O)NCc1ccccc1
-1.3	2	-1	-5	1	-2.9	2	0	13	-3	CCOC(=O)CCn1nnc(N)n1
-1.0	0	3	0	-2	0.0	4	0	-13	8	COc1ccc(CC(=O)NC(C)c2nnc(SCC(=O)Nc3cc(C)ccc3OC)n2C)cc1 (centres undefined)
2.2	0	-2	4	3	-1.4	0	-5	-1	5	COC(=O)CNC(=O)C(NC(=O)OCc1ccccc1)C(C)C (centres undefined)
-0.2	-9	/	-4	4	0.4	-3	5	-9	-6	COC(=O)c1ccc(COc2ccc(/C=N/O)cc2)o1
0.1	0	-4	2	-2	-1.7	1	-16	-5	5	CC(C(O)C12CC3CC(CC(C3)C1)C2)N1CCCCC1 (centres undefined)
-2.9	1	-1	0	0	-1.6	-4	-12	-45	5	CCn1c(CSc2nc3ccccc3s2)nnc1SCC(=O)c1ccc(O)cc1O
0.1	-5	-4	-7	-1	-1.3	2	3	19	16	CN(CCOc1ccccc1)CC(O)COCc1ccccc1F (centres undefined)
-2.1	3	-4	2	-5	0.5	-5	3	8	-2	COc1cccc(CC(=O)OCC(=O)NCc2ccc3c(c2)OCO3)c1
2.5	-2	-5	-4	2	-1.6	-9	4	12	-14	CCOC(=O)N1CCN(C(=O)c2ccc(CS(=O)(=O)c3ccccc3OC)o2)CC1
-1.3	-1	1	-5	5	1.1	-1	6	43	-3	CCSc1nnc(CSc2ncccn2)n1C
0.1	/	4	/	/	-0.6	-1	/	28	2	CCOCC(=O)Nc1ccc([N+](=O)[O-])cc1Cl
0.8	-1	-5	9	-9	-0.7	-1	-3	-10	4	CCOC(=O)c1ccc(NC(=S)N2CCCC(C(=O)OCC)C2)cc1 (centres undefined)
-0.5	-1	-1	-5	3	-0.1	-7	5	-9	8	CCn1c(/C=C/Nc2ccccc2)[n+](CC)c2cc(Cl)c(Cl)cc21
-0.8	0	-4	1	0	-3.0	-6	-8	-1	-1	CC(OC(=O)Cc1n[nH]c(=O)c2ccccc12)C(=O)Nc1cccc([N+](=O)[O-])c1 (centres undefined)
1.1	-1	/	-13	10	-0.8	-7	-1	26	-6	S=C(NC1CCCCC1)NN1CCOCC1
-0.9	-3	-1	-8	4	/	-6	0	18	0	O=C(CN1CCOCC1)Nc1ccc(S(=O)(=O)N2CCCCCC2)cc1
-1.1	0	1	0	0	-0.2	-7	3	9	1	CC1=NOC(=O)/C1=C/c1ccc(O)c(Cl)c1
1.4	0	-1	-3	1	-4.9	-4	-8	-66	1	COc1ccc(C(=O)NCC(=O)OCC(=O)N2N=C(c3ccc(Cl)cc3)CC2c2ccco2)cc1OC (centres undefined)
1.6	3	1	4	6	-0.9	-3	-8	-8	0	Cc1cc2c(cc1S(N)(=O)=O)S(=O)(=O)CCC2
-0.8	-3	-2	-2	-6	-1.1	5	-3	-14	2	O=C1OC[C@H]2CCCN2C(=O)[C@@H](CC(=O)N(CCO)Cc2ccccc2)C/C=C\C[C@@H]1Cc1ccc(F)cc1
-0.3	-8	/	-2	-3	0.0	-2	-6	23	0	Cc1ccc(C2=NS(=O)(=O)N(C)C(C(=O)NCc3ccccc3)=C2)cc1
-1.0	0	1	-20	6	-0.9	-3	3	2	-1	O=C(CCS(=O)(=O)Cc1ccccc1F)NCCCN1CCCCC1
-1.5	1	/	3	-6	-0.1	1	-8	-9	0	O=C(NCCn1ccc2ccccc21)c1cccc([N+](=O)[O-])c1
-1.4	-3	-3	1	-2	18	2	2	3	-5	Cc1cc(C)n2nc(-c3ccccc3)c(-c3ccccc3)c2n1
-0.4	0	0	-8	-2	0.3	1	6	15	0	CC(=N[C@@H]1CCCC[C@H]1N=C(C)c1ccccc1O)c1ccccc1O
-0.1	-2	5	-4	-2	-0.7	-1	6	-62	-5	CCc1ccc(-c2cc(C)no2)cc1S(=O)(=O)N1CCN(c2ccc(C(C)=O)cc2)CC1
2.7	13	2	-1	1	-0.5	-2	-2	-70	0	COc1ccc([N+](=O)[O-])cc1Nc1c2ccccc2nc2ccccc12
-1.1	-1	0	1	-3	-0.9	-6	-9	-2	-4	Fc1ccc(CSc2ccc3nnc(-c4cccnc4)n3n2)cc1
0.1	4	2	-27	-2	-2.2	-5	-6	33	116*	Cc1cc(N2C(=O)C=CC2=O)c([N+](=O)[O-])cc1C
0.1	-2	3	-4	1	-0.6	-2	0	-49	-2	Cc1cc(NC(=O)c2cc3ccccc3o2)ccc1NC(=O)c1ccccc1
0.7	2	1	-16	-4	0.5	-2	3	/	-4	Cc1cc(C)n2nc(SCC(=O)c3c(N)n(CC(C)C)c(=O)n(C)c3=O)nc2n1
0.3	-2	-4	0	3	-0.2	-3	-4	6	-5	Cc1cnc(NC(=O)CSc2nnc(C)s2)s1
-1.4	-1	-1	-14	-5	-2.6	-5	-11	-14	/	Cc1ccc(SCc2cc(=O)[nH]c(/N=C(\N)Nc3cccc4ccccc34)n2)cc1
0.4	-1	/	1	-3	-0.8	-7	13	34	-2	CCOC(=O)c1c(SC)[nH]c2c(Cl)cccc2c1=O
0.2	-1	1	2	2	0.3	-4	3	-18	-11	CC(=O)C(CC(=O)N1CCCC1)C(=O)Nc1ccc(Cl)cc1 (centres undefined)
1.9	-8	/	5	2	-0.6	-4	4	26	-10	Cc1ccc(OC(=O)CCC(=O)Nc2ccc(C(N)=O)cc2)cc1
-0.1	-3	-6	4	-2	0.0	-6	1	-4	6	C=CCc1cccc(/C=N/c2ncn[nH]2)c1O
1.3	-1	0	1	-6	0.0	3	1	-54	7	O=C(c1ccc([N+](=O)[O-])c(CS(=O)(=O)c2ccc(Cl)cc2)c1)N1CCCCC1
1.9	1	/	1	-9	-0.2	0	-8	2	12	Cc1ccccc1C(=O)Nc1ccc2c(c1)C(=O)NC2=O

# Profiles from above.
# Cc1cnc(NC(=O)CSc2nnc(C)s2)s1 is listed with C-LANA FP: 0.3; DAGLB inhibitor: -2; CAL PDZ FP-1: -4; RTF Ca sens inh: 0; cardiac RTF act: 3; CAL PDZ FP-2: -0.2; Keap1-Nrf2 PPI: -3; PKA-R2B act: -4; SR-BI uptake up: 6; Rtt109 Vps75: -5
# CC(=O)C(CC(=O)N1CCCC1)C(=O)Nc1ccc(Cl)cc1 (centres undefined) is listed with C-LANA FP: 0.2; DAGLB inhibitor: -1; CAL PDZ FP-1: 1; RTF Ca sens inh: 2; cardiac RTF act: 2; CAL PDZ FP-2: 0.3; Keap1-Nrf2 PPI: -4; PKA-R2B act: 3; SR-BI uptake up: -18; Rtt109 Vps75: -11

# Other compounds.
C-LANA FP	DAGLB inhibitor	CAL PDZ FP-1	RTF Ca sens inh	cardiac RTF act	CAL PDZ FP-2	Keap1-Nrf2 PPI	PKA-R2B act	SR-BI uptake up	Rtt109 Vps75	mol
-1.2	-3	-1	-3	2	-2.2	-2	9	4	7	O=C(/C=C/c1cccc(O)c1)c1cccnc1
-1.8	-2	-6	-6	0	25	-2	10	14	2	C=CCNC(=O)CC1Nc2c3ccccc3nc(=S)n2C1=O (centres undefined)
-1.0	-3	1	-1	1	-0.4	-3	-7	11	-1	CCOC(=O)C1ON2CCCCC2C1(O)C(F)(F)F (centres undefined)
-0.8	-6	-3	1	-1	-4.5	2	-5	/	31	CCOc1ccc(NC(=O)CSc2ncc(-c3ccc(F)cc3)n2Cc2ccco2)cc1
1.4	-1	/	-2	5	0.0	1	2	-43	4	CCOc1ccc(NC(=O)Nc2ccc3c(c2)N(C)C(=O)CS3)cc1
0.0	3	0	-12	5	-3.2	0	4	-15	-2	CSc1ccccc1OCc1cc(C(=O)N(C)Cc2cnccn2)no1
1.5	-1	/	-5	-3	-1.4	-1	-1	7	-7	O=C(Cn1cnc2c(nnn2Cc2ccccc2F)c1=O)NCc1ccco1
-0.1	-3	-1	1	0	-0.7	-1	-8	3	2	Fc1ccccc1NC(=S)N1CCN(Cc2ccc3c(c2)OCO3)CC1
1.8	-11	-2	-4	-1	-1.4	-1	-3	-13	-6	Cc1c(Cl)cccc1NC(=S)NCCC(c1ccccc1)c1ccccc1
-0.1	/	5	/	/	0.2	-2	/	7	-3	CC(C)=CCN1CCN(Cc2cccc3nonc23)CC1CCO (centres undefined)

# No enrichment for hits. Share with any hit: about 1.6%.
